Mcl-1 Bim block = inhibitors of Bim-Mcl-1 interaction, human | actives 0.1% (n = 190,000) | Bead-based flow cytometry, Bim peptide-Mcl-1 binding | Q07820 | inhibition, % at 10 µM; in the data active means inhibition above about 40%;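 further: 0% = no compound tracer wells and 100% = peptide blocker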
ABCB1 inh = human ABCB1 inhibition, ABCG2 as counter-screen; CCRF-Adr cells, JC-1 efflux, flow cytometry; AID 1326; actives 0.067% (n = 190,000); P08183; inhibition, % at 6.6 µM; in the data active means inhibition above about 40%;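 further: 0% = vehicle and 100% = reference inhibitor; higher value means more JC-1 retained so stronger ABCB1 efflux block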
Mcl1 Bid PPI = Mcl-1/Bid interaction inhibition. Q07820. TR-FRET Mcl-1/Bid-Dy647 peptide binding, 1536-well. inhibition, % at 21.7 µM. actives 0.97% (n = 220,000). AID 1021;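 active means compounds that cut the binding signal by more than half at the single screening dose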;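 further: His-tagged Mcl-1 with europium anti-His antibody binding Bid BH3 peptide; 0% = Mcl-1 plus peptide wells and 100% = peptide-only wells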
Mcl1-Noxa inh = Mcl-1/Noxa interaction inhibition; Q07820; TR-FRET Mcl-1/Noxa peptide binding, 2 h; inhibition, % at 21.7 µM; actives 1.5% (n = 220,000);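 active means compounds that cut the protein-peptide binding signal by more than 50% relative to plate controls in a single-dose test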;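 further: His-tagged Mcl-1 with rhodamine Noxa BH3 peptide and terbium anti-His antibody; 0% = Mcl-1 plus Noxa peptide wells and 100% = peptide-only wells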
ABCG2 inh = human ABCG2 inhibition, ABCB1 as counter-screen; Q9UNQ0; IgMXP3 cells, JC-1 efflux, flow cytometry; inhibition, % at 6.6 µM; actives 0.1% (n = 190,000); AID 1325;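 active means inhibition above 80%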;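 further: 0% = DMSO and 100% = nicardipine control wells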
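Read-out basis: Efflux inhibition in percent versus controls | Test system: ABCG2 IgMXP3 and barcoded ABCB1 CCRF-Adr cell mix | Quantity: 3 million cells/mL in well | Schedule: 10 min at 25 °C | Control set: Nicardipine as high control, DMSO as low control | Reagent: JC-1 as fluorescent efflux pump substrate | Signal: Flow cytometry of retained JC-1 fluorescence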
Avidin fluor = avidin bead compound fluorescence profile. AID 1775. Avidin beads, compound fluorescence 488/530 nm, flow cytometry; stronger effect = higher value. actives 0.38% (n = 220,000). fluorescence (KMESF) at 10 µM; in the data active means fluorescence above about 47; further: inactives centre near 10
RGS7-Gao = modulates binding of RGS7 to human Galphao; actives 0.35% (n = 220,000); AID 1439; P09471; Multiplexed bead flow cytometry; actives lie on both sides; binding response (% of control), % at 10 µM; in the data active means binding response below about 49% or above about 150%; inconclusive means no clear call, values can overlap the other calls; inactive means in between;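 further: fluorescent Galphao held in activated GDP-AlF4 state binding bead-coupled RGS7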
RGS8-Gao reg = human RGS8-Galphao interaction regulation; actives 0.34% (n = 220,000); AID 1423; P09471; response (percent of control binding), % at 10 µM; multiplexed bead flow cytometry, RGS8-Galphao binding; actives lie on both sides; in the data active means response below about 60% or above about 140%; inactive means in between;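 further: Galphao activated as the GDP aluminium fluoride complex binding bead-coupled RGS8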
GSH bead fluor = compound fluoresces at 488/530 nm on GSH beads | actives 0.25% (n = 190,000) | fluorescence (KMESF) at 10 µM | GSH beads flow cytometry, compound fluorescence 488/530 nm; stronger effect = higher value; in the data active means fluorescence above about 89;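 further: glutathione beads carrying GST-tagged Bcl family fusion proteins plus one bare bead set; values are compound well signal with DMSO vehicle wells as background; inactives centre near 16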
RGS4-Gao reg = human RGS4-Galphao interaction regulation. binding response (% of control), % at 10 µM. actives 0.33% (n = 220,000). Multiplexed bead flow cytometry, RGS4-Galphao binding; actives lie on both sides. AID 1415; in the data active means binding response below about 49% or above about 150%; inactive means in between;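 further: fluorescent Galphao activated with aluminum fluoride binding bead-coupled RGS4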
Pf gametocyte = kills late stage P. falciparum gametocytes; actives 0.065% (n = 150,000); inhibition, % at 10.9 µM; P. falciparum stage V gametocytes, ATP luminescence, 24 h; AID 743093;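 active means inhibition above the mean plus 3 SD of compounds within the control limits, set per campaign, cut at about 38% in these data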;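 further: 0% = DMSO wells and 100% = medium only without gametocytes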
* marks the source's active call; other numbers are inactive results; ? = inconclusive; . = not tested or not shown.

SMILES | Mcl-1 Bim block | ABCB1 inh | Mcl1 Bid PPI | Mcl1-Noxa inh | ABCG2 inh | Avidin fluor | RGS7-Gao | RGS8-Gao reg | GSH bead fluor | RGS4-Gao reg | Pf gametocyte
CCCC(=O)N(c1ccccc1)C1C=CS(=O)(=O)C1 (centres undefined) | 2.0 | -0.2 | 3.2 | 20.7 | -1.7 | 10 | 100.0 | 97.8 | 15 | 96.6 | 19.9
COCCCNC(=O)c1cc(C(=O)c2ccccc2Br)c[nH]1 | 2.0 | 0.0 | -12.4 | -7.3 | 0.0 | 10 | 98.3 | 98.6 | 13 | 95.8 | .
CCOC(=O)c1cc(-c2ccccc2)sc1NC(=O)COC(=O)c1cccc(S(N)(=O)=O)c1 | 0.0 | 0.7 | -111.7 | -27.3 | 8.5 | 14 | ? | 109.2 | 13 | 106.6 | 4.1
COc1ccc(Cc2nnc(SC)[nH]c2=O)cc1OC | -6.0 | -0.1 | 4.7 | 15.6 | 0.2 | 2 | 92.1 | 91.3 | 44 | 96.0 | .
CCOC(=O)c1[nH]c2c(c1C)C(=O)CC(c1ccc(OC)c(OC)c1)C2 (centres undefined) | -3.0 | 0.0 | -3.0 | 4.2 | 0.3 | 34 | 101.4 | 102.5 | 26 | 103.7 | 10.9
CC(C)[C@H](NC(=O)c1ccccc1)C(=O)OCC(=O)c1ccccc1F | -2.0 | 0.1 | -1.7 | 2.3 | 1.1 | 9 | ? | 97.4 | 17 | 91.8 | -2.8
COc1cccc(CN(C)CC(=O)Nc2ccccc2N2CCOCC2)c1OC | 1.0 | 1.4 | -16.5 | -3.7 | 4.7 | 7 | 93.9 | 91.2 | 23 | 96.6 | -18.3
Cc1ccc(C(=O)N(CC(=O)NC2CCCC2)c2ccc3c(c2)OCCO3)s1 | 1.0 | 1.4 | -26.9 | -10.6 | 5.2 | 24 | 104.9 | 109.0 | 11 | 107.1 | .
O=C(Nc1ccc(Cl)cc1)c1ccc(Br)cc1F | -2.0 | 1.5 | -2.6 | 24.1 | 23.4 | 11 | ? | 99.3 | 20 | 94.9 | -23.4
O=C(NCCO)/C(=C\c1ccc(Br)cc1)NC(=O)c1cccs1 | 0.0 | 0.6 | 10.4 | 8.9 | 0.7 | 12 | 102.8 | 100.5 | 10 | 99.8 | .
COc1ccc(-c2nc(=S)c3ccc4ccccc4c3[nH]2)cc1 | -1.0 | -1.0 | -49.5 | -13.5 | -2.9 | 8 | ? | 94.0 | 13 | 94.8 | -0.9
CC1Cc2ccccc2N1C(=O)C1CCCN(S(=O)(=O)c2cccc3nsnc23)C1 (centres undefined) | -5.0 | 3.3 | -1.1 | 38.8 | 7.1 | 10 | 102.9 | 108.3 | 33 | 103.9 | 12.7
CC#CCCCC(=O)Nc1ccccc1C(=O)O | 0.0 | 0.1 | -1.0 | 13.5 | 0.1 | 24 | 94.8 | 93.7 | 14 | 93.1 | 3.8

In a second layout: entries from further up
smiles	Mcl-1 Bim block	ABCB1 inh	Mcl1 Bid PPI	Mcl1-Noxa inh	ABCG2 inh	Avidin fluor	RGS7-Gao	RGS8-Gao reg	GSH bead fluor	RGS4-Gao reg	Pf gametocyte
CCOC(=O)c1[nH]c2c(c1C)C(=O)CC(c1ccc(OC)c(OC)c1)C2 (centres undefined)	-3.0	0.0	-3.0	4.2	0.3	34	101.4	102.5	26	103.7	10.9
CC(C)[C@H](NC(=O)c1ccccc1)C(=O)OCC(=O)c1ccccc1F	-2.0	0.1	-1.7	2.3	1.1	9	?	97.4	17	91.8	-2.8
COc1cccc(CN(C)CC(=O)Nc2ccccc2N2CCOCC2)c1OC	1.0	1.4	-16.5	-3.7	4.7	7	93.9	91.2	23	96.6	-18.3
Cc1ccc(C(=O)N(CC(=O)NC2CCCC2)c2ccc3c(c2)OCCO3)s1	1.0	1.4	-26.9	-10.6	5.2	24	104.9	109.0	11	107.1	.
O=C(Nc1ccc(Cl)cc1)c1ccc(Br)cc1F	-2.0	1.5	-2.6	24.1	23.4	11	?	99.3	20	94.9	-23.4
O=C(NCCO)/C(=C\c1ccc(Br)cc1)NC(=O)c1cccs1	0.0	0.6	10.4	8.9	0.7	12	102.8	100.5	10	99.8	.
COc1ccc(-c2nc(=S)c3ccc4ccccc4c3[nH]2)cc1	-1.0	-1.0	-49.5	-13.5	-2.9	8	?	94.0	13	94.8	-0.9
CC1Cc2ccccc2N1C(=O)C1CCCN(S(=O)(=O)c2cccc3nsnc23)C1 (centres undefined)	-5.0	3.3	-1.1	38.8	7.1	10	102.9	108.3	33	103.9	12.7
CC#CCCCC(=O)Nc1ccccc1C(=O)O	0.0	0.1	-1.0	13.5	0.1	24	94.8	93.7	14	93.1	3.8

Source: PubChem
